Screens (PubChem BioAssay)
AMA1-RON2 inh: AMA1-RON2 (P. falciparum) interaction inhibition; AlphaScreen AMA1-biotinylated RON2 peptide binding; Potency, µM (highest dose often 58.2 µM), inactives show at the top dose activity change, negative = inhibition, actives largely listed as inhibitors; 360,000 compounds, 0.2% hits;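 note: potency is the fitted concentration of half-maximal effect; 0% = vehicle wells and -100% = peptide control; nearly all actives have a fitted effect of over 45% in size; some results filed as inactive show a strong effect at the top dose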
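AMA1 (3D7) with his tag at 25 nM final met compounds first, then biotinylated RON2 peptide at 25 nM; detection used donor plus acceptor beads, 10 µg/mL apiece, read by AlphaScreen after 30 min at room temperature.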
HCV inhibitor: inhibitors of hepatitis C virus infection; AID 651820; Potency, µM (series often up to 41.8 µM), for the others: top-dose activity change, negative = inhibition, usual class: inhibitors; Huh7.5.1 HCVcc-Cre infection, luciferase reporter, 44 h; 340,000 compounds, 3.4% hits; note: potency is the fitted concentration of half-maximal effect
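A cell-based infection assay in which seeded cells (1,000 per well) receive test compound after 4 h, are inoculated with HCVcc-Cre at approximately 0.5 moi, and are incubated 44 h before luminescence detection.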
HCMV inh: blocks human cytomegalovirus replication | HFF cells, HCMV-luciferase reporter, 72 h; stronger effect = lower value | activity change, negative = inhibition, % at 57.5 µM | 410,000 compounds, 4.5% hits | AID 1259415; in the data active = activity change below about -60%; inconclusive = no clear call, values can overlap the other calls; inactive = above about -39%
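Human foreskin fibroblasts infected with luciferase-reporter HCMV at MOI 1 PFU/cell, compounds at two doses. Luciferase measured 72 h post infection; normalized to buffer-only basal and Salinomycin (10uM) controls.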
Sm TGR inh: blocks Schistosoma mansoni thioredoxin glutathione reductase. Q962Y6. 360,000 compounds, 3% hits. Potency, µM (titrated, usually from 114 µM), for inactives: top-dose activity change, negative = inhibition, actives largely listed as inhibitors. purified TGR, DTNB reduction, TNB absorbance 405 nm; note: potency is the fitted concentration of half-maximal effect; nearly all actives have a fitted effect of over 60% in size
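TGR 20 nM + NADPH 100 uM (dispensed conc.), cpd preinc 15 min RT; start with NADPH (500 uM addition) then DTNB (15 mM addition). Kinetic TNB absorbance, 405 nm filter. Four-parameter Hill fit across titration.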
Giardia FBPA inh: inhibitors of Giardia lamblia fructose-1,6-bisphosphate aldolase; A8B2U2; purified Giardia FBPA; Potency, µM (highest dose often 59.6 µM), without a hit: at the highest dose activity, negative = inhibition, actives largely listed as inhibitors; 290,000 compounds, 0.71% hits; AID 2451; note: potency is the fitted concentration of half-maximal effect; nearly all actives have a fitted effect of over 55% in size
Target sequence (A8B2U2 whole entry, looked up): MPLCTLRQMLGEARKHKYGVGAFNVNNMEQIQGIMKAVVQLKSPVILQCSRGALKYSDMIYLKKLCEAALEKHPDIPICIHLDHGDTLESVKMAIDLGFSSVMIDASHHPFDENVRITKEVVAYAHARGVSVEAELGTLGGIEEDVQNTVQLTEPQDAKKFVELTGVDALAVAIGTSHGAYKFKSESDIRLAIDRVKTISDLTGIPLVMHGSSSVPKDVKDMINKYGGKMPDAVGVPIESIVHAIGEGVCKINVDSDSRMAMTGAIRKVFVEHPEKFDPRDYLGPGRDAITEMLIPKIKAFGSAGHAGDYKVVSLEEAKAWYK
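Giardia FBPA (40 nM reagent) was preincubated 10 min at RT with compound (up to 57.5 uM final), then substrate plus GAPDH/TPI/NAD/arsenate coupling system with diaphorase/resazurin was added; resorufin fluorescence (525/598 nm) was read after 20 min.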
AmpC inh detg: inhibitors of E. coli AmpC beta-lactamase with detergent; P00811; AmpC hydrolysis of nitrocefin, absorbance 480 nm, 0.01% Triton; Potency, µM (doses to about 114 µM), without a hit: top-dose activity change, negative = inhibition, usual class: inhibitors; 370,000 compounds, 0.041% hits; AID 485294;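 note: potency is the fitted concentration of half-maximal effect; 0% = no-compound wells and -100% = no-enzyme wells; nearly all actives have a fitted effect of over 25% in size; some results filed as inactive show a strong effect at the top dose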
Target sequence (P00811 whole entry, looked up): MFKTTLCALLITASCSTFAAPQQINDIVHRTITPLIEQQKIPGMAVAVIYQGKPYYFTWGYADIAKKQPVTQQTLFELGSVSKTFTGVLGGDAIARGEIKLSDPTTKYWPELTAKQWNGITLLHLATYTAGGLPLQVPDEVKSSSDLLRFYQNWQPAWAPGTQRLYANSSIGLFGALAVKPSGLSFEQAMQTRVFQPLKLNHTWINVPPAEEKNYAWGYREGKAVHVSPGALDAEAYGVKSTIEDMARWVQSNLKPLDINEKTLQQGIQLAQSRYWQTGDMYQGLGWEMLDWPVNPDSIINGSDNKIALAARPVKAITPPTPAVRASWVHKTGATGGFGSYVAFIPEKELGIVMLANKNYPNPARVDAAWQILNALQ
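AmpC (5.3 nM in the dispensed reagent) in 20 mM phosphate pH 7.0 with 0.01% (detergent screen) or 0.0001% Triton X-100 was preincubated with compounds for 15 min at room temperature. Nitrocefin was then added from an 800 uM solution, and hydrolysis was followed at 480 nm.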
An asterisk follows results filed as active; ? = inconclusive; . = no result given; [ ] = another dose, or the depositor's remark. Unless noted, calls come from the whole dose curve; as a rule, active = well fitted curve in the direction sought with a large enough effect; inconclusive = small, poorly fitted or top-dose-only effect, or another doubt; inactive = no such curve, though single readings can be large; an effect the other way counts as inactive or inconclusive. Unless noted, % is set by controls: 0 for no effect and ±100 for the full control effect.

The opening 4 records, to show the layout:
| no. | molecule | AMA1-RON2 inh | HCV inhibitor | HCMV inh |
| --- | --- | --- | --- | --- |
| 1 | CCC(=O)N1CCN(c2ccc(Cl)cc2NC(=O)c2cccc([N+](=O)[O-])c2)CC1 | -20% | 0% | 4 |
| 2 | Cc1ccccc1S(=O)Cc1ccc(C(=O)NCCN2CCOCC2)o1 (configuration not stated) | 2% | 11% | 28 |
| 3 | COc1ccccc1N1CCN(c2nc(-c3ccc(C)cc3)nc3ccccc23)CC1 | . | . | -21 |
| 4 | Cc1ccc(OCC(=O)N2CCCCCCC2)cc1C | 23% | -4% | 23 |

| no. | Sm TGR inh | Giardia FBPA inh | AmpC inh detg |
| --- | --- | --- | --- |
| 1 | -2% | -13% | -14% |
| 2 | 9% | . | 1% |
| 3 | 13% | . | 7% |
| 4 | 10% | -6% | -12% |

The listing (from the top)
| no. | molecule | AMA1-RON2 inh | HCV inhibitor | HCMV inh |
| --- | --- | --- | --- | --- |
| 1 | CCC(=O)N1CCN(c2ccc(Cl)cc2NC(=O)c2cccc([N+](=O)[O-])c2)CC1 | -20% | 0% | 4 |
| 2 | Cc1ccccc1S(=O)Cc1ccc(C(=O)NCCN2CCOCC2)o1 (configuration not stated) | 2% | 11% | 28 |
| 3 | COc1ccccc1N1CCN(c2nc(-c3ccc(C)cc3)nc3ccccc23)CC1 | . | . | -21 |
| 4 | Cc1ccc(OCC(=O)N2CCCCCCC2)cc1C | 23% | -4% | 23 |
| 5 | O=C(NNS(=O)(=O)c1ccc(Br)cc1)c1sccc1-n1cccc1 | -1% | 13% | -23 |
| 6 | N#Cc1ccccc1CSc1nc(N2CCCCC2)nc(N2CCCCC2)n1 | 6% | -25% | -37 |
| 7 | O=C(NCCN1CCOCC1)c1cc(-c2cccs2)nc2ccccc12 | 0% | 13% | 22 |
| 8 | CCOc1cc(/C=N/N2CCOCC2)ccc1OCc1ccc(C(=O)OC)o1 | -25% | -6% | ? |

| no. | Sm TGR inh | Giardia FBPA inh | AmpC inh detg |
| --- | --- | --- | --- |
| 1 | -2% | -13% | -14% |
| 2 | 9% | . | 1% |
| 3 | 13% | . | 7% |
| 4 | 10% | -6% | -12% |
| 5 | 4% | 0% | 10% |
| 6 | -3% | -1% | 3% |
| 7 | . | . | . |
| 8 | -7% | 5% | -6% |

(next part)
| no. | molecule | AMA1-RON2 inh | HCV inhibitor | HCMV inh |
| --- | --- | --- | --- | --- |
| 9 | CC(C)(C)N(Cc1nc(-c2ccccc2)no1)C(=O)c1ccc2c(c1)OCO2 | -2% | -8% | -20 |
| 10 | CCC(C(=O)Nc1cc(-c2cn3cccnc3n2)ccc1C)c1ccccc1 (configuration not stated) | . | . | 18 |
| 11 | Cn1c(C(=O)c2ccccc2)nc2ccccc21 | 17% | -4% | 6 |
| 12 | CCOC(=O)C1=C(N)N(c2ccccc2)C2=C(C(=O)CCC2)C1c1cccnc1 (configuration not stated) | 21% | 9% | ? |
| 13 | COc1ccc(/C=N/N=C(\N)c2nonc2N)cc1OC | 5% | 4% | -9 |
| 14 | O=C(CCNC(=O)c1ccccc1Cl)Nc1nc(-c2ccc(F)cc2)cs1 | 2% | -7% | -80* |
| 15 | COc1ccc(-c2nc3ccccc3o2)cc1NC(=O)c1ccc(-c2ccc(Br)cc2)o1 | . | . | 11 |
| 16 | Cc1ccc(C)c(N2CCN(c3cc(C)nc4c(-c5ccc(Cl)cc5)c(C)nn34)CC2)c1 | . | . | 25 |

| no. | Sm TGR inh | Giardia FBPA inh | AmpC inh detg |
| --- | --- | --- | --- |
| 9 | -1% | 2% | 1% |
| 10 | 3% | . | 3% |
| 11 | 9% | 14% | -1% |
| 12 | 3% | 3% | -13% |
| 13 | 9% | -2% | 1% |
| 14 | -1% | 0% | -8% |
| 15 | -25% | . | 13% |
| 16 | 2% | . | 18% |

Later entries.
| no. | molecule | AMA1-RON2 inh | HCV inhibitor | HCMV inh |
| --- | --- | --- | --- | --- |
| 17 | O=C(O)CCC(=O)CCC(=O)c1ccccc1 | -4% | 4% | -3 |
| 18 | COc1ccc(CC(=O)Nc2ccc(-c3noc(COc4ccccc4C)n3)cc2)cc1 | 1% | -10% | -15 |
| 19 | NC(=S)N/N=C/c1cccc(Br)c1 | 56%[activator] | ? | -38 |
| 20 | CCCCN(C(=O)c1cccc(S(=O)(=O)N2CCOCC2)c1)c1c(N)n(CCC)c(=O)[nH]c1=O | 4% | 15% | -13 |
| 21 | CCOc1ccc(-c2c(C)nn3c(C)c(C(=O)Nc4ccccc4C(=O)OC)cnc23)cc1OCC | . | . | -14 |
| 22 | COc1ccc(C(C)(C)C)cc1NC(=O)COC(=O)CN1C(=O)NC2(CCCCC2C)C1=O (configuration not stated) | 6% | -1% | -18 |
| 23 | Cc1ccc(NS(=O)(=O)c2ccc(C(=O)NC3CCN(Cc4ccccc4)CC3)cc2)cc1 | -13% | ? | -92* |
| 24 | CCOC(=O)Cn1ccc(-c2ccccc2)c(C#N)c1=O | 0% | -1% | -40 |

| no. | Sm TGR inh | Giardia FBPA inh | AmpC inh detg |
| --- | --- | --- | --- |
| 17 | 45µM* | 2% | 5% |
| 18 | 7% | 5% | ? |
| 19 | -1% | -30% | -5% |
| 20 | 2% | 4% | -9% |
| 21 | 10% | . | 1% |
| 22 | . | . | . |
| 23 | . | . | . |
| 24 | 9% | 4% | -8% |

(next part)
| no. | molecule | AMA1-RON2 inh | HCV inhibitor | HCMV inh |
| --- | --- | --- | --- | --- |
| 25 | CCn1c(SCc2ccc(C)cc2)nnc1-c1nn(-c2ccccc2)ccc1=O | -3% | ? | -18 |
| 26 | C=CCOc1c(Cl)cc(CNCCC)cc1Cl | 0% | -22% | 35 |
| 27 | CC(=O)N(C(C)=O)c1ncnc2c1c(-c1ccc(Cl)cc1)nn2C(C)(C)C | -2% | ? | ? |
| 28 | CCN(CC)S(=O)(=O)c1cc(NC(=O)CCCOc2ccc(C(C)=O)cc2)ccc1C | -14%[2.32 µM] | 10µM* | 14 |
| 29 | CN(CC(=O)Nc1ccccc1Cl)C(=O)CSc1nc2ccccc2s1 | 13% | -9% | 2 |
| 30 | Cc1sc2nc(CN(C(=O)NC3CCCCC3)C3CCCC3)[nH]c(=O)c2c1C | 40%[activator] | -3% | -11 |
| 31 | CCc1ccc(-n2c3nc(=O)[nH]c(=O)c-3cc3c(C)nn(-c4ccccc4)c32)cc1 | . | . | -23 |
| 32 | CCc1ccc2nc3sc(C(=O)N4CCc5ccccc54)c(N)c3cc2c1 | . | -10%[0.335 µM] | . |

| no. | Sm TGR inh | Giardia FBPA inh | AmpC inh detg |
| --- | --- | --- | --- |
| 25 | -1% | 9% | 3% |
| 26 | 6% | -1% | ? |
| 27 | -12% | 2% | -9% |
| 28 | -7% | 0% | -14% |
| 29 | 2% | -7% | -4% |
| 30 | -6% | -9% | 6% |
| 31 | -3% | . | 3% |
| 32 | -15% | 1% | -24% |

Next part.
| no. | molecule | AMA1-RON2 inh | HCV inhibitor | HCMV inh |
| --- | --- | --- | --- | --- |
| 33 | O=C1ON=C(c2ccccc2)/C1=C/c1ccco1 | 0% | 11% | -2 |
| 34 | CCOc1ccc(-n2c(=O)c3c(C)c(C)sc3n(Cc3ccccc3C)c2=O)cc1 | . | . | 6 |
| 35 | O=C(CCN1C(=O)COc2ccccc21)NCc1cccs1 | 0% | 18% | 6 |
| 36 | COc1ccc(NC(=O)c2ccc3nc[nH]c3c2)c(OC)c1 | -4% | 3% | -1 |

| no. | Sm TGR inh | Giardia FBPA inh | AmpC inh detg |
| --- | --- | --- | --- |
| 33 | 20µM* | -27% | -4% |
| 34 | -1% | . | 20% |
| 35 | 12% | -1% | -1% |
| 36 | 8% | -13% | 0% |

Some entries already given, reduced to HCMV inh and Giardia FBPA inh.
no.	mol	HCMV inh	Giardia FBPA inh
36	COc1ccc(NC(=O)c2ccc3nc[nH]c3c2)c(OC)c1	-1	-13%
35	O=C(CCN1C(=O)COc2ccccc21)NCc1cccs1	6	-1%
33	O=C1ON=C(c2ccccc2)/C1=C/c1ccco1	-2	-27%
34	CCOc1ccc(-n2c(=O)c3c(C)c(C)sc3n(Cc3ccccc3C)c2=O)cc1	6	.

Record cards, from the list above. Screens in order: AMA1-RON2 inh | HCV inhibitor | HCMV inh | Sm TGR inh | Giardia FBPA inh | AmpC inh detg
CCOc1ccc(-n2c(=O)c3c(C)c(C)sc3n(Cc3ccccc3C)c2=O)cc1 across the screens: . | . | 6 | -1% | . | 20%
COc1ccc(NC(=O)c2ccc3nc[nH]c3c2)c(OC)c1 across the screens: -4% | 3% | -1 | 8% | -13% | 0%

Rows are unselected, and some 9.3% of all compounds hit somewhere here.
